Screening data: PubChem, several laboratories
Yeast life ext – extends the lifespan of yeast; S. cerevisiae growth with nicotinamide, OD615; deaD strain in restrictive glucose medium; inhibition of the nicotinamide effect, % at 10 µM; actives 0.68% (n = 130,000); AID 775;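 active means inhibition above a set limit, placed 3 SD over the median of all compounds, cut at about 26% in these data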;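 further: 0% = nicotinamide-treated wells and 100% = cells grown without nicotinamide; some compounds called inactive have numbers as strong as hits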
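Measured by: optical density (absorbance) at 615 nm; System: modified budding yeast, DeaD strain; Medium: restrictive CSMM-D dextrose medium; Timing: 4 h preincubation then 48 h treatment at 30 °C.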
BB579 growth dn – reduces growth of yeast BB579 in restrictive medium; S. cerevisiae BB579 growth, OD615, 48 h; actives 0.51% (n = 140,000); inhibition, % at 10 µM;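 active means inhibition above a set limit, 3 SD over the mean compound inhibition, cut at about 44% in these data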; further: inactives centre near -24
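System: Saccharomyces cerevisiae DeaD strain BB579, replicative lifespan model yeast. Buffer or medium: restrictive glucose-based CSMM-D medium. Doses: one dose, 10 µM compound with 0.25% DMSO. Timing: 4 h preincubation and 48 h exposure at 30 °C. Detection: turbidity as optical density at 615 nm. Benchmarks: amphotericin B 10 µg/mL, positive.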
NPY Y2 blocker – blocks the human neuropeptide Y Y2 receptor; inhibition, % at 2.7 µM; AID 793; P49146; actives 0.99% (n = 140,000); NPY-Y2 expressing cells, antagonist mode; in the data active means inhibition above about 17%;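 further: 0% = vehicle with agonist challenge and 100% = reference antagonist with challenge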
Target sequence (P49146 whole entry, looked up): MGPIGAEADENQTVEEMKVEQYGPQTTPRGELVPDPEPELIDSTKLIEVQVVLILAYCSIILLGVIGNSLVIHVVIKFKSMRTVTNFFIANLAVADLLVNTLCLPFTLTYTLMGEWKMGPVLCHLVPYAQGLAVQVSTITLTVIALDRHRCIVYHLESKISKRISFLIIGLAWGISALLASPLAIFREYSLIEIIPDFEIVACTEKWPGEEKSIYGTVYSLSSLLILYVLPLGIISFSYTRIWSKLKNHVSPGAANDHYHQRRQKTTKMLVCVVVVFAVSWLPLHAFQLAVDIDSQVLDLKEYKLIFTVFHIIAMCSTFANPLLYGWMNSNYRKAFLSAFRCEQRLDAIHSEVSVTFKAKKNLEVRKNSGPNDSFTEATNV
Phagocytosis inh – inhibitors of macrophage phagocytosis; J774A.1 macrophage IgG-bead phagocytosis, imaging; inhibition, % at 5 µM; actives 0.07% (n = 110,000);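 active means inhibition above the mean of the plate negative controls plus 5 SD, cut at about 13% in these data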;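 further: phagocytic index as fraction of beads internalized from green versus red external bead signal; plate controls were DMSO negative control for no effect and cytochalasin-D positive control for full effect; some results beyond the cut were filed as inactive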
MRP1 act – MRP-1 activation. viability increase, % at 10 µM. H69AR cells + doxorubicin, viability rescue, CellTiter-Glo. actives 0.61% (n = 140,000);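 active means viability gain under doxorubicin at or above a set limit, the compound median plus 3 SD, cut at about 4.7% in these data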;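 further: MRP-1 overexpressing cells given doxorubicin 25 µM after compound pretreatment; 18-22 h compound pretreatment then 72 h with doxorubicin before readout; 0% = doxorubicin-only wells and 100% = vehicle-treated cells without doxorubicin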
bCat KO growth – beta-catenin-lacking colon tumor cell growth suppression; HCT116 beta-catenin knockout viability, CellTiter-Glo, 60 h; stronger effect = lower value; viability, % at 10 µM; actives 1.5% (n = 140,000); AID 818;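 active means viability at or under a set limit, the compound median less 4 SD, cut at about 6% in these data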;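 further: 0% = Hyamine 1622 control at 20 µM and 100% = untreated cell control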
Measles CPE – protection of cells from measles virus; actives 1.5% (n = 140,000); Measles virus-infected cells, CPE protection, absorbance; protection (pct of control), % at 4 µM; in the data active means protection mostly above about 24%, no sharp cut-off; inactive means mostly below about 26%; further: some compounds called inactive have numbers as strong as hits
GALR2 antag – GALR2 (human) receptor antagonism | actives 0.39% (n = 140,000) | O43603 | inhibition, % at 4 µM | GALR2-expressing cells, antagonist mode; in the data active means inhibition above about 27%;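 further: cells stimulated with galanin 1-16 at roughly its EC80; 0% = agonist challenge control and 100% = basal control without agonist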
Target sequence (O43603 whole entry, looked up): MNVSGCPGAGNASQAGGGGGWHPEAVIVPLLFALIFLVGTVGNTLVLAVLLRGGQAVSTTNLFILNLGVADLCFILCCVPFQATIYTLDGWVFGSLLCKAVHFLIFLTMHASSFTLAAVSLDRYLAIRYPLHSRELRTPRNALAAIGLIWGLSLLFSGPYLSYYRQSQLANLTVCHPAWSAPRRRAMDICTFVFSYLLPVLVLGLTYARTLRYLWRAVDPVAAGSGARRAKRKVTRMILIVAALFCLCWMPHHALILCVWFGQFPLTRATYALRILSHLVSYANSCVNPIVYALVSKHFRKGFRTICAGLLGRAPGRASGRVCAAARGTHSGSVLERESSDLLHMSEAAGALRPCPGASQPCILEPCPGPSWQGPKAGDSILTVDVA
PTEN del growth – growth suppressors of cells with PTEN tumor suppressor deletion | actives 1.2% (n = 140,000) | viability, % at 10 µM | AID 827 | HCT116 PTEN-null viability, CellTiter-Glo, 60 h; stronger effect = lower value;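 active means viability at or below a set limit, 4 SD under the median of all tested compounds, cut at about 3.7% in these data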;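 further: PTEN knockout HCT116 line with beta catenin targeted HCT116 as companion control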
E-sel TNF inh – blocks E-selectin expression induced by TNF alpha; HUVEC TNFa-induced E-selectin immunofluorescence, high content; inhibition, % at 2 µM; actives 0.71% (n = 120,000);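 active means inhibition above the batch mean plus 3 SD, and confirmed as a hit on visual image review, cut at about 43% in these data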;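 further: 0% = TNF-stimulated DMSO wells and 100% = unstimulated control wells; not every result past the cut was called active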
Active calls of the source: *; . = not tested or not shown.

SMILES	Yeast life ext	BB579 growth dn	NPY Y2 blocker	Phagocytosis inh	MRP1 act	bCat KO growth	Measles CPE	GALR2 antag	PTEN del growth	E-sel TNF inh
O=C(NC1CC2CCCC(C1)N2C(=O)Nc1ccccc1)c1ccncc1 (centres undefined)	-6	-9	2	-2	-2.4	98	8	10	89	.
COc1cc(-c2nn3c(COc4ccccc4)nnc3s2)cc(OC)c1OC	-17	-61	6	0	-1.4	97	4	11	99	.
CCOC(=O)c1cc2sc(C)cc2n1CC(=O)NCCc1ccccc1	-1	-76	12	-1	-1.1	84	14	3	96	4
Cc1ccc(C)c(OCC(=O)O/N=C(\N)c2ccccn2)c1	-8	7	1	-1	-1.6	89	9	5	90	-1
Cc1ccccc1CSc1nccn1-c1ccccc1	4	-26	2	.	0.2	83	2	-5	91	-9
CCS(=O)(=O)N1CCCC(C(=O)NCCCOC(C)C)C1 (centres undefined)	-4	2	0	.	1.8	95	6	3	102	.
CC(C)(C)n1nnnc1C(c1cccnc1)N1CCN(c2ccccc2F)CC1 (centres undefined)	.	-40	1	.	-3.4	92	19	8	94	13
COC(=O)c1cc(OC)c(OC)cc1NC(=O)CN1C(=O)c2ccccc2C1=O	-1	-29	3	0	-1.8	95	18	-14	91	7
Cc1cc(C)nc(NS(=O)(=O)c2ccc(NC(=O)NC3CCCCC3)cc2)n1	-7	-28	-1	1	-0.2	85	9	-3	101	-7
CC(C(=O)NCc1ccco1)n1cc(C(=O)c2ccco2)c2ccccc21 (centres undefined)	-12	-11	-1	0	-1.8	94	9	-8	97	5
C/C(N)=C(/C#N)C(=O)CSc1nc2ccccc2c(=O)n1-c1ccccc1C	4	-56	2	0	-1.9	92	10	24	74	-4
COc1cccc2c(C)nc(Nc3nc(CSc4nnc(C)s4)cc(=O)[nH]3)nc12	1	-6	-1	-2	-1.7	69	1	3	71	10
COc1ccc(CC(=O)Nc2ccc(-c3nnc(-c4ccccc4)o3)cc2)cc1	-15	-2	0	.	-3.5	78	20	-1	66	0
COc1ccc(-c2cc(CNC(=O)CCl)on2)cc1	-17	-25	8	.	-7.2	11	10	11	14	4
Cc1ccc(-c2noc(CSc3nnc(-c4ccncc4)n3-c3ccc(C)cc3)n2)cc1	-8	-28	15	.	-4.1	77	7	-17	69	-30
COc1cc(Br)cc(/C=N/NC(=O)Cc2ccc(C(F)(F)F)cc2[N+](=O)[O-])c1O	3	-28	-2	-6	3.4	8	5	-10	5	.
O=c1c2ccccc2c(-c2ccc(Br)cc2)nn1Cc1ccccc1	-17	-35	2	.	0.3	90	7	0	79	12
O=C(CN1CCN(c2ncccn2)CC1)NCCC1=CCCCC1	2	-17	4	.	-3.0	93	8	-2	98	-32
CC(C)COc1ccc(C(=O)OCCN2CCOCC2)c(O)c1	-3	-34	7	2	1.6	92	3	1	89	.
COc1ccc(S(=O)(=O)N2CCCCCC2)cc1C(=O)OCC(=O)NC(N)=O	-14	2	-2	0	-0.5	96	18	-1	89	11
COCCCNC(=O)CCNS(=O)(=O)c1ccc(C)cc1	-5	-27	2	-2	-1.2	96	13	-3	97	14
c1ccc(SCCCCNC2CCCC2)cc1	-3	-27	1	-3	-1.6	85	18	-2	86	12
COc1ccc(-c2nnc3n2C(C)(C)Cc2cc(OC)c(OC)cc2-3)cc1	-12	-7	-1	2	-1.3	92	6	-11	97	-6
Cc1cc(C)nc(SC(C)C(=O)N/N=C/c2cccs2)n1 (centres undefined)	-2	-1	0	-1	0.1	92	20	-3	99	-14
S=C(Nc1ccc2cn[nH]c2c1)Nc1ccccc1Cl	37*	-4	4	1	-2.5	93	8	-6	100	21
(continued)
SMILES	Yeast life ext	BB579 growth dn	NPY Y2 blocker	Phagocytosis inh	MRP1 act	bCat KO growth	Measles CPE	GALR2 antag	PTEN del growth	E-sel TNF inh
Cc1noc(C)c1C(=O)OC(C(=O)NC1CCCC1)c1ccc(F)cc1 (centres undefined)	-8	-13	-1	1	-1.4	92	11	0	87	1
CCCN(CCC)C(=O)Cn1c(=O)n(CCCCC(=O)NCc2ccco2)c(=O)c2ccccc21	14	-14	5	0	-1.8	104	4	-8	103	0
Cc1ccnn2c(-c3ccccc3)c3c(=O)n(C)c(=O)n(C)c3c12	-11	-46	3	-1	-0.4	102	10	2	107	-2
Cc1ccccc1NC(=O)c1sc2nc3c(c(-c4ccco4)c2c1N)CCC3	-8	-22	-2	-3	-0.7	84	19	23	89	7
CC1CCN(S(=O)(=O)c2ccc(NC(=O)Cc3cccs3)cc2)CC1	-12	-42	4	-1	-1.9	83	18	-12	91	17
CCCCNC(=O)Nc1ccccn1	-4	37	2	1	0.0	92	2	5	98	3
CCc1ccc(C(=O)COC(=O)C(Cc2ccccc2)NC(=O)C2CCC(C)CC2)cc1 (centres undefined)	-8	-65	3	.	-1.3	98	7	0	89	-27
CCOc1cc(NC(=O)c2cccs2)c(OCC)cc1NC(=O)c1ccco1	-16	-22	6	-1	-3.2	85	30	-10	86	-9
O=C(NC(Cc1c[nH]c2ccccc12)C(=O)Nc1ccc(F)cc1)c1cccs1 (centres undefined)	0	-43	8	-6	0.7	58	30	3	65	.
CCOC(=O)N1CCN(CCC(=O)Nc2ccc(Br)cc2)CC1	2	-62	2	-2	-0.2	91	23	-19	92	.
CCOC(=O)CCCNC(=O)CN1C(=O)NC(CCc2ccccc2)C1=O (centres undefined)	-6	-55	-1	.	1.6	97	4	1	107	8
CCOC(=O)c1ccc(NC(=O)CCOc2ccc(OC)cc2)cc1	-12	-53	2	-1	3.4	100	21	-18	104	0
Cc1[nH]c2ccccc2c1/C=C(\C#N)C(=O)NCc1ccccc1	2	-25	-2	-14	-1.2	92	15	32*	95	.
CCOc1ccc(NC(=O)C(C)Sc2nnnn2C)cc1 (centres undefined)	-5	-3	0	0	-1.6	90	15	11	99	-14
Cn1c(C(=O)NC2CC2)cc2c(=O)n(C)c3ccccc3c21	-5	-10	0	0	-2.4	94	41	-8	90	.
CCOC(=O)Cc1cnc(NC(=O)NC(C(=O)OCC)(c2ccccc2)C(F)(F)F)s1 (centres undefined)	3	-43	-1	0	-0.1	107	4	-4	102	6
Cc1ccc(CCNC(=O)CCc2nc3ccccc3[nH]2)cc1	8	2	2	-5	-0.4	98	22	-3	101	-13
O=C(Cc1cccs1)N1CCN(c2ccccn2)CC1	-8	-8	2	0	0.8	101	6	2	98	21
COCC(=O)Nc1cc(C(=O)NCC(C)C)ccc1Cl	-1	-16	2	-3	-1.5	92	6	18	94	.
CCCNC(=O)CCC(=O)Nc1ncc(-c2ccc(C)cc2)n1C	-8	37	-1	-1	-0.6	102	34	-1	96	5
CCOC(=O)c1cc(C)sc1NC(=S)Nc1ccccc1	-12	-10	2	1	-0.7	98	6	-4	99	0
Cc1ccc(NC(=O)c2sccc2C)cc1S(=O)(=O)N(C)C	-3	-36	0	-9	-1.0	91	5	4	94	.
O=C(O)C1[C@H]2C(=O)N(Cc3cccs3)C[C@]23C=C[C@H]1O3 (some centres undefined)	2	-59	1	0	0.0	102	27	-13	105	16
CS(=O)(=O)N(CC(=O)N1CCCC1)c1ccc2c(c1)OCCO2	-11	-35	-4	1	-0.3	100	4	4	88	17
Cc1ccc(/C=C/C(=O)Nc2nnc(C)s2)o1	-6	-5	-1	.	-0.1	102	20*	9	110	42

Sorted by value in E-sel TNF inh (low to high): six from the list above
mol	E-sel TNF inh
CCOc1ccc(NC(=O)C(C)Sc2nnnn2C)cc1 (centres undefined)	-14
CCOc1cc(NC(=O)c2cccs2)c(OCC)cc1NC(=O)c1ccco1	-9
CCOC(=O)c1cc(C)sc1NC(=S)Nc1ccccc1	0
CCCNC(=O)CCC(=O)Nc1ncc(-c2ccc(C)cc2)n1C	5
CS(=O)(=O)N(CC(=O)N1CCCC1)c1ccc2c(c1)OCCO2	17
Cc1ccc(/C=C/C(=O)Nc2nnc(C)s2)o1	42

Additional compounds:
SMILES	Yeast life ext	BB579 growth dn	NPY Y2 blocker	Phagocytosis inh	MRP1 act	bCat KO growth	Measles CPE	GALR2 antag	PTEN del growth	E-sel TNF inh
O=C(c1cccc(N2C(=O)C3CC=CCC3C2=O)c1)N1CCCCCC1 (centres undefined)	-22	-14	2	.	-3.0	102	12	-4	106	-18
COc1ccc(OC)c(-c2nnc(NC(=O)C(C)Sc3nncn3C)s2)c1 (centres undefined)	-5	-25	2	0	-3.9	90	18	-4	94	16
CSCCC(NC(=O)c1cc(C)oc1C)C(=O)O (centres undefined)	-6	-35	1	0	0.4	94	11	5	111	-1
COc1ccc(NC(=S)N2N=CCC2c2ccccc2)cc1 (centres undefined)	1	-38	-3	-1	1.1	94	12	-10	97	-4
COc1ccc(-c2csc(/C=C/c3ccc4c(c3)OCO4)n2)cc1OC	5	-36	3	-3	0.6	103	40	-2	91	-20
Cn1c(=O)[nH]c(=O)c2c1ncn2CCCc1ccccc1	-13	-14	0	.	-0.6	119	10	7	101	-32
OC(CNCCc1ccc(Cl)cc1)COCc1ccco1 (centres undefined)	-20	-36	3	-1	-3.7	92	9	-11	89	.
Cc1cc(C)n2c(Nc3ccc4c(c3)OCCO4)c(-c3ccccc3)nc2n1	-8	-40	4	0	-4.9	87	3	-4	74	5
CCn1c(=O)c(C(=O)NC(C)C)c(O)c2ccccc21	-12	-39	3	1	0.0	98	12	-1	109	7
COc1ccc2cc(C(=O)c3ccccc3)c(=O)oc2c1	-6	-8	5	-1	1.5	96	5	-9	112	-4
N#Cc1c(Cl)cccc1-n1ccnc1	-3	-59	1	.	-1.4	91	4	7	92	-2
CS(=O)(=O)C1=C(O)C(=O)N(CCCC(=O)O)C1c1ccccc1F (centres undefined)	-5	-36	1	1	0.6	95	9	3	94	.
N/C(=N\OC(=O)CCCOc1ccccc1)c1ccccc1	-6	-17	7	-4	-0.1	98	9	3	105	.
C=CCSc1nc(N)c(C(=O)Nc2ccccc2)cc1C#N	-4	7	3	0	1.3	73	15	2	61	7
COc1cc(CNC2CCCCC2OC)cc(OC)c1OC (centres undefined)	-2	5	0	6	-1.4	82	17	-8	92	.
Cc1c(NC(=O)C2CCCO2)cccc1[N+](=O)[O-] (centres undefined)	-3	-5	2	-7	2.2	94	8	5	92	19
Cc1ccc(C(=O)N/C(N)=N/c2nc3ccccc3o2)cc1	-9	-51	6	0	-0.8	44	18	-4	39	-11
OCCNc1ncnc2ccc(Br)cc12	3	-31	1	0	-3.3	101	18	-4	88	-17
CC1C(=O)CC(c2ccccc2)N(C)C1c1ccccc1 (centres undefined)	-4	-5	.	0	-4.4	67	12	.	69	.
CS(=O)(=O)Nc1ccc(S(=O)(=O)NCCc2ccccc2)cc1	-1	-40	-1	-1	0.5	100	8	7	95	-28
O=C(NCCN1CCOCC1)C1CCC(=O)N1Cc1ccccc1Cl (centres undefined)	-4	-37	2	.	-1.0	104	14	11	95	-41

Complete entries as entered above. Screens in order: Yeast life ext	BB579 growth dn	NPY Y2 blocker	Phagocytosis inh	MRP1 act	bCat KO growth	Measles CPE	GALR2 antag	PTEN del growth	E-sel TNF inh
Profile of COc1ccc(OC)c(-c2nnc(NC(=O)C(C)Sc3nncn3C)s2)c1 (centres undefined) = -5	-25	2	0	-3.9	90	18	-4	94	16
Profile of COc1cc(CNC2CCCCC2OC)cc(OC)c1OC (centres undefined) = -2	5	0	6	-1.4	82	17	-8	92	.
